High-throughput results: PubChem, The Scripps Research Institute Molecular Screening Center
DDE Tn7 FP inh: inhibitors of Tn7 peptide binding to fibrin DD(E), primary screen, biochemical, fluorescence polarization, human fibrin, Tn7 probe. Fibrinogen beta chain (Homo sapiens), P02675. FP displacement of FITC-Tn7 peptide from fibrin DD(E); 0% = median of compound wells per plate. inhibition, % at 8.3 µM. actives 0.13% (n = 370,000). AID 720508, 2013;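 active = inhibition above the mean of compounds falling within the control limits plus 3 SD of them, cut at about 14% in these data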;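 note: 0% = plate median of compound wells and 100% = 10 µM Aha-Tn7 peptide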
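Test system – human fibrin DD(E) · Times – 10 min preincubation, 3 h with tracer, room temperature · Detection – fluorescence polarization of the labelled Tn7 tracer · Measure – percent inhibition normalized to high-control wells · Benchmarks – high control wells with 10 µM unlabelled Aha-Tn7 peptide (full inhibition) · Repeats – singlicate testing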
SIAE inh: human SIAE inhibitors, primary screen, biochemical, fluorescence polarization, FP-Rh probe, 1536-well HTS | inhibition, % at 9.66 µM | actives 0.69% (n = 370,000) | SIAE FP-Rh probe binding;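 active = inhibition above a cutoff: mean of compounds within the control limits plus 3 SD of those, cut at about 17% in these data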;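 note: 0% = plate median of compound wells and 100% = probe without SIAE protein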
LEDGF integ inh: blockers of LEDGF/p75-dependent integrase strand transfer – biochemical, TR-FRET, high throughput, primary screen | TR-FRET IN-LEDGF/p75 DNA integration, Eu/Cy5 | inhibition, % at 3.7 µM | actives 0.64% (n = 370,000) | AID 743269, 2014;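 active = inhibition above the screen-wide mean plus 3 SD, cut at about 13% in these data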;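 note: signal is the Cy5 over europium emission ratio at 671 and 618 nm; 0% = plate median of compound wells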
MBD2 inh: inhibitors of MBD2 binding to methylated DNA, primary screen, biochemical, TR-FRET, DNA-binding domain, human. Methyl-CpG-binding domain protein 2 (Homo sapiens), Q9UBB5. MBD2 binding to methylated oligonucleotide. inhibition, % at 4.4 µM. actives 0.31% (n = 370,000); in the data active = inhibition above about 13%
Target sequence (Q9UBB5 whole entry, looked up, the tested form may be a part): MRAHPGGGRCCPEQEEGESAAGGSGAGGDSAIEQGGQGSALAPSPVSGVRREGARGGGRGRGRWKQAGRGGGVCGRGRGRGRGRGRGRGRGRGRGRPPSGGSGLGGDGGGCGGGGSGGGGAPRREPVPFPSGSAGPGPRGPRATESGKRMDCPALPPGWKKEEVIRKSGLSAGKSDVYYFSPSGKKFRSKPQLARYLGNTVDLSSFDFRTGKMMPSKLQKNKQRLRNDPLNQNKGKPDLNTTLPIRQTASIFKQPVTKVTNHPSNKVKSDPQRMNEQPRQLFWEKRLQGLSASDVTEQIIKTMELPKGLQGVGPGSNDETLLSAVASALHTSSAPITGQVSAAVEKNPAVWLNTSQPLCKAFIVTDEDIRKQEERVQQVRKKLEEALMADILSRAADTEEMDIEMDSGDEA
UHRF1 MBD2 ctr: UHRF1 methylated DNA binding inhibitors, primary screen, counter-screen for MBD2 inhibitor project, biochemical, TR-FRET, human UHRF1, single concentration; E3 ubiquitin-protein ligase UHRF1 (Homo sapiens), Q96T88; UHRF1 binding to methylated oligo; inhibition, % at 4.4 µM; actives 0.75% (n = 370,000); AID 687016, 2013; in the data active = inhibition above about 21%;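 note: UHRF1 SRA domain binding a hemimethylated CpG hairpin DNA probe; 0% = median of test compound wells and 100% = reference inhibitor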
KLK7 zymogen act: proKLK7 zymogen activators, primary screen, biochemical, fluorescence intensity | purified proKLK7, EDANS-DABCYL substrate fluorescence; 100% is mature enzyme control, 0% vehicle | Kallikrein-7 (Homo sapiens), P49862 | activation, % at 7 µM | actives 0.9% (n = 370,000);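 active = activation above the mean of all tested compounds plus 3 SD, computed per campaign excluding outliers beyond control limits, cut at about 13% in these data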
Target sequence (P49862 whole entry, looked up): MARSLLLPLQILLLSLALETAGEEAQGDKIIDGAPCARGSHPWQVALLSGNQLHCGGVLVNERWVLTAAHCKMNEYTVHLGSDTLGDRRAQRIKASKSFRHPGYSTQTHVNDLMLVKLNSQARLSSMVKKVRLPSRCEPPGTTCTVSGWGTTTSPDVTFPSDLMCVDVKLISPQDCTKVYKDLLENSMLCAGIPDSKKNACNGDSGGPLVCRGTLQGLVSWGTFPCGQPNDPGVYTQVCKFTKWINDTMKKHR
TDP2 inh: human TDP2 enzyme inhibitors, primary screen, biochemical, epi absorbance, recombinant enzyme | Tyrosyl-DNA phosphodiesterase 2 (Homo sapiens), O95551 | T5PNP hydrolysis, p-nitrophenol absorbance 415 nm | inhibition, % at 12.8 µM | actives 0.34% (n = 370,000) | AID 720702, 2013;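 active = inhibition above the mean of all tested compounds plus 3 SD, set per campaign, cut at about 25% in these data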;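 note: 0% = DMSO with enzyme and 100% = buffer with substrate but no TDP2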
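System – recombinant human TDP2 · Amount – 120 nM TDP2 per well · Buffer or medium – Mg2+-containing Tris-HCl buffer, pH 7.5 · Reagent – T5PNP substrate, 5 mM · Dosing – 12.8 µM single point, 1% DMSO · Incubation – 2 h at 37 °C · Measured by – epi absorbance · Read-out basis – percent inhibition · Benchmarks – high control without enzyme, low control DMSO plus TDP2 · Repeats – singlicate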
Tn6 DDE FP: inhibitors of Tn6 peptide binding to fibrin DD(E), primary screen, biochemical, fluorescence polarization, human fibrin, Tn6 probe; Fibrin DD(E) TRITC-Tn6 fluorescence polarization displacement; inhibition, % at 8.3 µM; actives 0.21% (n = 370,000); AID 720509, 2013;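 active = inhibition above a per-campaign cutoff: mean of compounds within control limits plus 3 SD, cut at about 15% in these data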;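 note: 0% = median of all compound wells on the plate and 100% = blocking peptide control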
TCR-CD3 inh: inhibitors of human TCR-CD3 interaction, primary screen, biochemical, fluorescence, TAMRA-labeled TCR probe; T-cell receptor (TCR); inhibition, % at 9.4 µM; actives 0.37% (n = 360,000); AID 651800, 2012; in the data active = inhibition above about 19%;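 note: recombinant mutant TCR 2C K166C tagged with TAMRA read by polarization; 0% = receptor in buffer alone and 100% = receptor with positive control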
PRMT1 inh: PRMT1 methyltransferase inhibitors, primary screen, biochemical, fluorescence polarization; Protein arginine N-methyltransferase 1 (Homo sapiens), Q99873; recombinant PRMT1, activity-based probe fluorescence polarization; inhibition, % at 2.79 µM; actives 1.3% (n = 370,000); AID 652257, 2013;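 active = inhibition above about 21% made by adding two undisclosed values, limit read from the data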
Target sequence (Q99873 whole entry, looked up): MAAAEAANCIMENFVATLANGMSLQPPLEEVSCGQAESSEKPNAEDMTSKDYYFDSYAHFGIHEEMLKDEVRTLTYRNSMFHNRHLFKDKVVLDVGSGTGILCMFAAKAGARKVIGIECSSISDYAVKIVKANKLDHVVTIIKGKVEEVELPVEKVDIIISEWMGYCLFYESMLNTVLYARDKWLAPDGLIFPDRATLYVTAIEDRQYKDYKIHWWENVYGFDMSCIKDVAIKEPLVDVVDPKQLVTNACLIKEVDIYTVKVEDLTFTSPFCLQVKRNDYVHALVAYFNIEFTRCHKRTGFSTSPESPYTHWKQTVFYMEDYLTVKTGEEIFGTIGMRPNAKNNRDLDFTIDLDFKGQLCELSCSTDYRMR
* = called active by the depositor.

SMILES	DDE Tn7 FP inh	SIAE inh	LEDGF integ inh	MBD2 inh	UHRF1 MBD2 ctr	KLK7 zymogen act	TDP2 inh	Tn6 DDE FP	TCR-CD3 inh	PRMT1 inh
COc1ccc(C2/C(=C(\O)c3ccc4c(c3)OCCO4)C(=O)C(=O)N2Cc2cccnc2)cc1 (stereo not given)	5	8	0	2	-4	-0.1	-4	5	-1	4
O=S(=O)(/N=C(/Nc1nccs1)c1ccc(F)cc1)c1ccccc1	8	-2	-2	-3	1	0.1	3	-3	6	-3
Cn1c(SCC(=O)Nc2nccs2)nnc1-c1cccnc1	2	-4	-2	4	0	0.1	4	2	-2	0
CNC(=O)c1sc2nc(-c3ccc(OC)cc3)cn2c1C	-4	4	3	-1	2	0.0	-6	-3	1	-6
Cc1ccccc1NC(=O)/C(C#N)=C\c1cccnc1	3	2	0	1	-2	0.3	-6	-1	6	-2
N#Cc1ccc(-c2ccc(Cl)cc2)nc1SCC(=O)c1cccc(Cl)c1	2	-2	1	3	-2	0.4	3	-1	0	0
COc1cccc(/C=N/NC(=O)c2cc3c(OC)ccc(OC)c3[nH]2)c1O	0	34*	-7	2	-3	-33	3	-16	12	2
O=C(c1ccco1)N1CCN(C(=O)N2c3ccccc3Sc3ccccc32)CC1	-1	-5	1	1	3	0.1	2	2	-1	1
O=C(Nc1nc(-c2ccc(Cl)s2)cs1)c1ccco1	2	-7	3	-2	-3	1.1	-10	-4	3	-1
CCCCN(C(=O)CCC(=O)O)C1CC(=O)N(c2ccc(OCCC)cc2)C1=O (stereo not given)	-7	-4	4	4	5	0.4	-11	5	-10	2
Cc1ccc(C(=O)Nc2ccccc2Cl)cc1	1	0	1	2	0	-0.1	8	1	4	0
CC1C(=O)N(Cc2cn(CCC3OCCCO3)nn2)CCS(=O)(=O)N1Cc1ccc(-c2ccccc2)cc1 (stereo not given)	-4	0	4	-6	-2	-0.1	-3	7	4	0
O=S(=O)(N/N=C\c1cccn1-c1ccccc1)c1ccc2ccccc2c1	2	-2	1	-1	0	0.1	-11	-8	4	2
O=C(C1CCN(S(=O)(=O)c2cccs2)CC1)N1CCc2ccccc2C1	-7	-2	2	5	-5	-0.8	9	-4	1	-6
CCCc1cc(C(=O)NCc2ccco2)no1	-3	10	-4	-6	-3	1.1	6	6	9	0

3 compounds from above, ordered by the value under MBD2 inh, highest first.
Compound	SIAE inh	LEDGF integ inh	MBD2 inh	KLK7 zymogen act	TDP2 inh	Tn6 DDE FP	TCR-CD3 inh	PRMT1 inh
CCCCN(C(=O)CCC(=O)O)C1CC(=O)N(c2ccc(OCCC)cc2)C1=O (stereo not given)	-4	4	4	0.4	-11	5	-10	2
Cc1ccc(C(=O)Nc2ccccc2Cl)cc1	0	1	2	-0.1	8	1	4	0
CCCc1cc(C(=O)NCc2ccco2)no1	10	-4	-6	1.1	6	6	9	0

(continued)
SMILES	DDE Tn7 FP inh	SIAE inh	LEDGF integ inh	MBD2 inh	UHRF1 MBD2 ctr	KLK7 zymogen act	TDP2 inh	Tn6 DDE FP	TCR-CD3 inh	PRMT1 inh
COc1ccccc1C1CN(c2ccccc2)N=C1c1cccs1 (stereo not given)	-6	-4	-1	2	0	-56	0	-3	2	-1
CCC(C)(C)n1nnnc1C(c1ccc2ncccc2c1)N1CCCC(C)C1 (stereo not given)	8	-5	-2	3	-1	0.1	3	-2	-1	-2
CCN(CC)S(=O)(=O)c1ccc(N/N=C(\C)c2ccncc2)c([N+](=O)[O-])c1	-2	-5	2	2	1	-0.6	-6	7	8	2
N#Cc1cc2c(nc1SCc1cccnc1)CCC2	-3	7	-2	1	-2	-0.2	6	0	6	0
COC(=O)c1ccc(NC(=S)NC2CC3CCC2C3)cc1 (stereo not given)	3	-2	1	-5	-6	-0.7	-6	-5	1	2
O=C(CSc1nnc(Cc2ccccc2)n1Cc1ccco1)NC12CC3CC(CC(C3)C1)C2	6	1	1	-10	-4	0.5	-5	-8	12	-2
Cc1ccsc1C(=O)NC1CCCCC1C (stereo not given)	-6	0	1	3	5	0.1	1	7	-2	-1
CC(=O)c1ccc(S(=O)(=O)NCCOc2ccccc2)cc1	-1	-5	5	3	2	-0.1	-5	0	2	1
CCCCn1cnc2c(SCCc3ccccc3)nc(N)nc21	0	2	4	-4	1	1.1	6	4	9	2
Nc1nc2c(-c3ccc([N+](=O)[O-])cc3)nnn2c2ccccc12	-4	-6	0	-4	-1	-0.9	0	7	4	-1
Cc1cccc(C)c1Nc1c(-c2ccc(N3CCOCC3)cc2)nc2cnccn12	-1	0	3	1	0	-3.0	-13	-1	-7	-3
CCOC(=O)N(C)C[C@@H]1OCc2cn(nn2)CCCC(=O)N([C@@H](C)CO)C[C@H]1C	-6	-3	-2	3	0	0.7	-15	0	-3	-6
CCN1CCN(CCNC(=O)c2ccc(/C=C3\Sc4ccccc4N(Cc4ccccc4F)C3=O)cc2)CC1	0	-14	7	-7	-2	-6.0	-6	-10	2	-3
Cc1ccc(S(=O)(=O)Nc2cc(C)cc(CCNC=O)c2C)cc1	3	3	-2	1	0	-0.4	0	-1	-3	2
CCCn1c(SCC(=O)N(C)CC(=O)Nc2ccc(C)cc2)n[nH]c1=O	1	-2	0	-5	-1	0.8	-6	6	1	-1
CCNC(=O)C1(c2ccccc2)CCCC1	8	-11	-4	1	1	0.1	-6	0	4	-1
Cc1cc(C)n2nc(C(=O)Nc3ccn(Cc4ccccc4C)n3)cc2n1	-5	-7	2	-2	23*	-1.0	-12	2	1	0
O=C1NC(=Nc2ccccc2Cl)S/C1=C\c1cccc([N+](=O)[O-])c1	-7	-1	0	4	-1	0.0	12	-2	-2	0
CC(C)(C)C1CCc2c(sc(NC(=O)c3ccncc3)c2C(N)=O)C1 (stereo not given)	1	-24	-1	8	7	-17	6	-2	-14	3
CNCC/C=C1/c2ccccc2CSc2ccccc21	3	-4	1	1	1	-0.2	-9	-2	-5	-2
COc1cccc(C(=O)N2N=C(c3ccccn3)CC2(O)C(F)(F)F)c1 (stereo not given)	-2	6	2	-3	-3	0.1	-2	-7	-3	-3
O=C(Nc1ccccc1F)C1C2C=CC3(O2)C1C(=O)N(c1cccnc1)C3C(=O)NC1CCCCC1 (stereo not given)	0	9	2	-7	-1	-0.1	0	6	3	1
CCCCn1c(N)c(N(CC(C)C)C(=O)c2cnc(C)cn2)c(=O)[nH]c1=O	-7	-1	1	1	0	0.2	15	3	10	0
CC(=O)Oc1cccc(C2=CC(=O)CC(C)(C)C2=O)c1	1	4	-3	-3	0	0.1	6	4	3	0
Cc1ccc2c(c1)N(CC(=O)N1CCCC1)C(=O)C(C)O2 (stereo not given)	-1	2	0	-3	1	-0.8	15	-5	-2	-2
CCCN1CCN(C(=O)CCc2nnc3ccc(N4CCN(c5cccc(OC)c5)CC4)nn23)CC1	1	4	-2	-3	-1	0.1	-4	-4	-4	-6
O=C(N/C(=C/c1ccc(Br)cc1)C(=O)N1CCOCC1)c1ccco1	1	-6	-6	6	0	-0.3	-7	3	0	4
CCOC(=O)c1cccc(N2C(N)=NC(N)=NC2(C)C)c1	-5	3	-2	4	8	-0.2	9	-6	-2	0
CCCc1nnc(NC(=O)CCC(=O)N2CCC(C)CC2)s1	0	-9	2	1	-1	-0.1	-7	-10	-6	-5
CNC(=S)N1N=C(c2ccc(OC)cc2)CC1c1ccc(Cl)cc1Cl (stereo not given)	-9	3	-1	1	-1	-0.6	13	3	7	-2
O=C1[C@@H](c2ccccc2)[C@@H](c2ccccc2)N1c1ccccc1	-4	0	1	6	-1	0.6	2	-4	5	-8
Cc1ccccc1OCC(=O)OCC(=O)NCCNC(=O)COC(=O)COc1ccccc1C	1	6	-1	3	1	0.2	-19	9	1	-6
CSc1nnc(C)c(=O)n1COC(=O)COc1ccccc1	-3	6	2	3	2	-0.4	-2	-5	0	0
CC1CCCC(NC(=S)Nc2cccc(S(=O)(=O)N(C)C)c2)C1C (stereo not given)	3	0	-4	0	6	0.3	-10	3	-5	6
CC(C)CNC(=O)[C@H]1N2C(=O)c3ccccc3C2SC1(C)C (stereo not given in full)	4	3	-5	-6	-3	-0.2	6	-8	-4	3
Cc1cccc(C(=O)N[C@H](C(=O)NCCc2ccc(Cl)cc2)C(C)C)c1	-6	3	1	-4	-4	-0.5	5	-4	4	-1
O=C(COC(=O)Cc1ccc(Br)cc1)Nc1ccc(N2CCOCC2)cc1	0	9	-7	2	10	-0.3	8	5	-4	3
CCOC(=O)C(NC(=O)Nc1ccccc1)(OCC)C(F)(F)F (stereo not given)	-1	3	-3	5	0	0.4	2	1	0	-2
CC(C)n1c2ccccc2c2nnc(SCC(=O)Nc3ccccc3C(=O)O)nc21	-5	17	0	2	-2	-0.2	11	-6	3	0
Cc1nc(N2CCN(Cc3ccccc3)CC2)nc2c1C(=O)CC(C)C2 (stereo not given)	3	0	-1	-1	4	0.2	-6	-1	1	7
COc1cccc(NC(=S)N(CCCN2CCN(C)CC2)Cc2ccco2)c1	-6	-3	-3	3	6	-0.1	-19	-5	-4	9
N/C(=N\OC(=O)c1ccc(Cl)cc1)c1nonc1N	5	-7	-1	3	6	-0.2	13	6	4	-1
Cc1c(N2C(=O)CSC2c2ccc(F)cc2)c(=O)n(-c2ccccc2)n1C (stereo not given)	0	-7	-6	6	3	-0.3	-23	-4	-7	3
CCC(=O)N1CCc2cc(S(=O)(=O)N3CCCC3)ccc21	-1	-2	-3	-4	2	-0.2	-6	2	-1	2
Cc1ccc(-n2ncc(C(=O)NC3CC3)c2C2CCN(C(=O)OC(C)(C)C)CC2)cc1	6	-3	1	0	-1	0.4	-9	1	9	-1
Cn1c(=O)c2c(=O)cc(NNC(=O)CC#N)[nH]c2n(C)c1=O	-9	5	4	1	0	-0.7	-7	-2	6	-1
O=C(O)c1c(Cl)c(Cl)c(Cl)c(Cl)c1C(=O)OCC1CCCO1 (stereo not given)	12	2	2	-5	0	-0.1	12	1	4	-1
Cc1ccc(C)c(S(=O)(=O)N(C)c2ccc(OC(=O)C3CCN(C(=O)Nc4ccccc4)CC3)cc2)c1	4	-4	-5	1	-1	0.4	5	-1	0	2

This is a random part of the collection; 4.6% or so of the library scored in one or more.
